Screening data from PubChem.
FLuc modulator: firefly luciferase modulation, counter-screen for miR-21 project. P08659. purified FLuc, Km substrates, luminescence inhibition. Potency, µM (titrated, usually from 57.5 µM), for the others: top-dose activity change, negative = inhibition, actives largely listed as inhibitors. 360,000 tested, 6.9% active. AID 588342;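 further: potency means the concentration at half of the fitted maximal effect; plate controls were vehicle for no effect and reference inhibitor for full effect; nearly all actives have a fitted effect of over 55% in size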
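Purified P. pyralis luciferase (10nM final) with 10uM D-luciferin and 10uM ATP (Km levels) in 50mM Tris acetate pH 7.5, 10mM Mg acetate, 0.01% Tween-20, 0.05% BSA; qHTS 6-point titration, ~60 µM downward; luminescence read.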
p53 reactivation: restores transcriptional activity of mutant p53; 320,000 tested, 0.063% active; H1299 p53-A138V BP100-luciferase reporter, luminescence, 24 h; Potency, µM (series often up to 92.2 µM), inactives show top-dose activity change, positive = activation, hits mostly activators; AID 504706; further: potency means the concentration at half of the fitted maximal effect; % of control where 0% means no effect; nearly all actives have a fitted effect of over 45% in size
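H1299 (p53-null), stable ts p53-A138V + BP100-Luc; 1000 cells/well, Opti-MEM/10% FBS; cpd 4 pt, 1:5; 24 h, 37 deg C, 5% CO2; detection reagent 10 min RT; luminescence.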
Gal4-VP16 FLuc: Gal4-VP16 reporter inhibition counter-screen. Drosophila S2 Gal4-VP16 UAS-luciferase, luminescence, 20 h. 310,000 tested, 3.5% active. AID 2546. Potency, µM (highest dose often 53.6 µM), inactives show top-dose activity, negative = inhibition, actives largely listed as inhibitors;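 further: Gal4-VP16 expression switched on by copper sulfate through the metallothionein promoter; potency means the concentration at half of the fitted maximal effect; on the % scale 0 is the no-effect control and ±100 the full control effect; nearly all actives have a fitted effect of over 50% in size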
Rab9 promoter act: activators of Rab9 promoter. Huh7 Rab9 promoter-luciferase reporter, luminescence, 24 h. Potency, µM (highest dose often 9.22 µM), for inactives: at the top dose activation, negative = inhibition, hits mostly activators. 320,000 tested, 2.8% active. AID 485297; further: potency means the concentration at half of the fitted maximal effect; % of control where 0% means no effect; nearly all actives have a fitted effect of over 60% in size
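Luminescence read-out: Huh7 cells stably expressing Rab9-luciferase, treated 24 h with compound at 37 °C, then lysed with luciferase reagent for 10 min at ambient before reading.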
ELG1 genotox: inducers of genotoxicity in HEK293T ELG1-luciferase cells | HEK293T ELG1-luciferase reporter, luminescence, 16 h | Potency, µM (series often up to 46 µM), for inactives: at the top dose activity change, positive = activation, most hits filed as activators | 330,000 tested, 1.3% active | AID 504466; further: potency means the concentration at half of the fitted maximal effect; % of control where 0% means no effect; nearly all actives have a fitted effect of over 60% in size
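HEK293T cells expressing luciferase-tagged ELG1 were treated with compound or DMSO for 16 hr at 37°C. Luciferase activity was then read after 30 min with ONE-Glo at room temperature; rising signal flags genetic stress.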
TRPV1 ag: agonists of human vanilloid receptor 1 (TRPV1) | TRPV1-expressing cells, Fluo-8 calcium influx, agonist mode | activation, % at 8.33 µM | Q8NER1 | 320,000 tested, 0.19% active | AID 540275; in the data active means activation above about 80%; inconclusive means between about 30% and that limit; further: 0% is about no effect
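Cells expressing TRPV1 were dye-loaded with Fluo-8 and read kinetically: 10 s baseline, 3 min after compound (agonist portion), then 2 min after EC20 capsaicin (allosteric enhancer portion). Calcium-bound dye fluorescence at 480/520 nm.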
RORgamma inh: blocks mouse ROR gamma transcriptional activity. Drosophila S2 Gal4-RORgamma UAS-luciferase reporter, 20 h. Potency, µM (titrated, usually from 53.6 µM), without a hit: at the top dose activity change, negative = inhibition, most hits filed as inhibitors. 310,000 tested, 5.4% active; further: potency means the concentration at half of the fitted maximal effect; on the % scale 0 is the no-effect control and ±100 the full control effect; nearly all actives have a fitted effect of over 60% in size
Target sequence (P51450 whole entry, looked up, the tested form may be a part): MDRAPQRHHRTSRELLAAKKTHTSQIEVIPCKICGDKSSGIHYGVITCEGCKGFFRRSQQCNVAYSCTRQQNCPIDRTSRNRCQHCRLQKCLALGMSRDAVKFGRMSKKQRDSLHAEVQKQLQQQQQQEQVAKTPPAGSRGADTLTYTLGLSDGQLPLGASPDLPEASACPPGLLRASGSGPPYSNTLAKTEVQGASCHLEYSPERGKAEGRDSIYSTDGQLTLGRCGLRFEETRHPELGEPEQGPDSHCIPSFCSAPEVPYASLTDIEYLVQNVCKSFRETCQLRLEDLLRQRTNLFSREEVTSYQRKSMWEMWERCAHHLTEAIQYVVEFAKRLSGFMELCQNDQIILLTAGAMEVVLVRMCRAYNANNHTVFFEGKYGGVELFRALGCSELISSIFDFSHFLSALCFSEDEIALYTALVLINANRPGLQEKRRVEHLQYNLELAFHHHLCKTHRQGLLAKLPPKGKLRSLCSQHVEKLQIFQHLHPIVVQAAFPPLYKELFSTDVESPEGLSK
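Drosophila S2 cells stably expressing Gal4-DBD/mouse RORγ fusion under metallothionein promoter plus UAS-luciferase; compound 1 h, then 700 uM CuSO4 induction for 20 h at ambient temperature; inhibition read as reduced luminescence.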
NPC1 promoter act: NPC1 promoter activation; Huh7 NPC1 promoter luciferase reporter, 24 h; Potency, µM (highest dose often 9.22 µM), for inactives: top-dose activation, actives largely listed as activators; 320,000 tested, 2.4% active; AID 485313;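 further: potency means the concentration at half of the fitted maximal effect; % of control where 0% means no effect; nearly all actives have a fitted effect of over 60% in size; reporter is driven by a mutant NPC1 promoter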
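In 1536-well qHTS, Huh7 cells harboring an NPC1 promoter–luciferase construct received compound for 24 h; activation was quantified by luminescence following luciferase reagent addition.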
Tb PFK inh: T. brucei PFK enzyme inhibition | O15648 | T. brucei PFK, ADP-Glo luminescence | Potency, µM (titrated, usually from 57.5 µM), without a hit: top-dose activity, negative = inhibition, usual class: inhibitors | 330,000 tested, 0.17% active | AID 485367;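 further: potency means the concentration at half of the fitted maximal effect; 0% = uninhibited 1x PFK enzyme wells and -100% = no-enzyme wells; nearly all actives have a fitted effect of over 60% in size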
Target sequence (O15648 whole entry, looked up): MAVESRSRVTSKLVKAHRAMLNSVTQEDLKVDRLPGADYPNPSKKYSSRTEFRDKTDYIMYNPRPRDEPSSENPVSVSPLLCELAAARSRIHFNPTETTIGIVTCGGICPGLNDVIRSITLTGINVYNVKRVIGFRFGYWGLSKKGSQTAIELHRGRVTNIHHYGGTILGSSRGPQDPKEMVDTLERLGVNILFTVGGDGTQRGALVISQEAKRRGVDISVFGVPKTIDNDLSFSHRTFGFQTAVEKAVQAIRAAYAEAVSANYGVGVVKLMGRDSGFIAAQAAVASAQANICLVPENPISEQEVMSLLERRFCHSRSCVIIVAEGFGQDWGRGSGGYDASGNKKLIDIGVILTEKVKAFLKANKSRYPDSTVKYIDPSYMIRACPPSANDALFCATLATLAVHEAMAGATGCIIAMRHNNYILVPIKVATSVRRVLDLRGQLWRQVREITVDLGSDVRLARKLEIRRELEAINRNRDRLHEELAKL
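In TEA buffer at pH 8.0 with 5 mM MgCl2, enzyme (1.25 nM) converted F6P (0.5 mM) and ATP (0.1 mM) for 45 min at room temperature. ADP product was read by luciferase luminescence.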
ELG1 repair inh: ELG1-dependent DNA repair inhibition | HEK293T ELG1-luciferase reporter, luminescence, 16 h; DNA damage induced by 5-fluorouridine | Potency, µM (highest dose often 46.1 µM), for inactives: at the highest dose activity change, negative = inhibition, most hits filed as inhibitors | 330,000 tested, 2.3% active | AID 504467; further: potency means the concentration at half of the fitted maximal effect; on the % scale 0 is the no-effect control and ±100 the full control effect; nearly all actives have a fitted effect of over 55% in size
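Quantitative HTS, concentration-response format. 2,000 cells/well co-treated with 5-fluorouridine and compound, 16 hr in 5% CO2 at 37 °C; ONE-Glo luminescence read after 30 min.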
BRCA1 expr act: increases BRCA1 expression. MCF7-BRCA1-FFLuc reporter, luminescence, 48 h; response scale: scaled: vehicle 0%, 10 µM genistein 100%. Potency, µM (highest dose often 46.1 µM), for the others: at the top dose activation, most hits filed as activators. 380,000 tested, 1.1% active. AID 624202; further: potency means the concentration at half of the fitted maximal effect; nearly all actives have a fitted effect of over 80% in size; some results filed as inactive show a strong effect at the top dose
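48 h compound treatment of MCF7-BRCA1-FFLuc cells (phenol-red free MEM, 37 °C), then 15 min with luciferase substrate and luminescence imaging.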
* marks the source's active call; other numbers are inactive results; [ ] = dose if it differs, or a comment. Unless noted, the call rests on the fitted dose curve; in most records, active means well fitted curve in the direction sought with a large enough effect; inconclusive means small, poorly fitted or top-dose-only effect, or another doubt; inactive means no such curve, though single readings can be large; an effect the other way counts as inactive or inconclusive.

For CC1CCN(C(=O)COc2ccccc2F)CC1 the results were FLuc modulator 0%, p53 reactivation -1%, Gal4-VP16 FLuc -9%, Rab9 promoter act 6%, ELG1 genotox 2%, TRPV1 ag 1, RORgamma inh 1%, NPC1 promoter act 0%, Tb PFK inh 4%, ELG1 repair inh inconclusive and BRCA1 expr act 20%.
Screening CC1(C)Cc2c(cnn2-c2cccc(F)c2)C(NC(=O)CCN2CCCC2=O)C1 (centres undefined) returned FLuc modulator -1%, p53 reactivation 7%, Gal4-VP16 FLuc -2%, Rab9 promoter act 0%, ELG1 genotox 0%, TRPV1 ag -5, RORgamma inh 12%, NPC1 promoter act -2%, Tb PFK inh -3%, ELG1 repair inh 2% and BRCA1 expr act -14%.
For CCC(C(=O)Nc1c[nH]c(=O)[nH]c1=O)c1ccccc1 (centres undefined) the results were FLuc modulator 0%, p53 reactivation -1%, Gal4-VP16 FLuc 1%, Rab9 promoter act -5%, ELG1 genotox 3%, TRPV1 ag -3, RORgamma inh 1%, NPC1 promoter act -1%, Tb PFK inh 0%, ELG1 repair inh -9% and BRCA1 expr act -16%.
`O=C(Nc1cccnc1Cl)c1cc(-c2ccc(O)cc2)on1` gave FLuc modulator inconclusive, p53 reactivation 22%, Gal4-VP16 FLuc -6%, Rab9 promoter act 25%, ELG1 genotox inconclusive, TRPV1 ag -3, RORgamma inh -27%, NPC1 promoter act -3%, Tb PFK inh -18%, ELG1 repair inh -4% and BRCA1 expr act 8%.
For O=C(c1cc([N+](=O)[O-])ccc1Cl)N1CCN(c2ccc(F)cc2)CC1 the results were FLuc modulator 4%, p53 reactivation -2%, Gal4-VP16 FLuc 11%, Rab9 promoter act -10%, ELG1 genotox 0%, TRPV1 ag 2, RORgamma inh -4%, NPC1 promoter act -1%, Tb PFK inh -1%, ELG1 repair inh -6% and BRCA1 expr act -15%.
For Cc1c(NC(=O)c2cccc(NC(=O)Cc3c(F)cccc3Cl)c2)c(=O)n(-c2ccccc2)n1C the results were FLuc modulator -2%, p53 reactivation 2%, Rab9 promoter act 3%, ELG1 genotox 0%, TRPV1 ag 0, NPC1 promoter act 3%, Tb PFK inh -1%, ELG1 repair inh inconclusive and BRCA1 expr act 5%.
`CCCCCCCCC(=O)N/N=C(\C)c1ccco1` gave FLuc modulator 0%, p53 reactivation -5%, Gal4-VP16 FLuc 5%, Rab9 promoter act 0%, ELG1 genotox -4%, TRPV1 ag 27, RORgamma inh inconclusive, NPC1 promoter act 1%, Tb PFK inh 1%, ELG1 repair inh -7% and BRCA1 expr act -9%.
Screening Cc1ccc(CNC(=O)CS(=O)CC(=O)O)cc1 (centres undefined) returned FLuc modulator 0%, p53 reactivation 2%, Gal4-VP16 FLuc 5%, Rab9 promoter act 8%, ELG1 genotox 0%, TRPV1 ag -2, RORgamma inh 5%, NPC1 promoter act -2%, Tb PFK inh -2%, ELG1 repair inh -7% and BRCA1 expr act -2%.
Screening CCN1CCN(c2nc(Nc3ccc(NC(C)=O)cc3)nc(Nc3ccc(NC(C)=O)cc3)n2)CC1 returned FLuc modulator inconclusive, p53 reactivation 0%, Gal4-VP16 FLuc -2%, Rab9 promoter act -1%, ELG1 genotox 3%, TRPV1 ag 0, RORgamma inh 17%, NPC1 promoter act 0%, Tb PFK inh -4%, ELG1 repair inh 11% and BRCA1 expr act -24%.
`COC(=O)C1=C(C)N(Cc2ccccc2)C(=NCC(C)C)N[C@H]1c1ccc(Br)cc1` gave FLuc modulator 0%, Gal4-VP16 FLuc 7.1µM*, Rab9 promoter act -4%, TRPV1 ag inconclusive, RORgamma inh 1.8µM*, NPC1 promoter act 3% and Tb PFK inh 0%.
CCOc1ccc(C(=O)c2ccc(OCC)c(N)c2)cc1N was read as FLuc modulator inconclusive, p53 reactivation inconclusive, Gal4-VP16 FLuc -2%, Rab9 promoter act inconclusive, ELG1 genotox inconclusive, TRPV1 ag 12, RORgamma inh 0%, NPC1 promoter act inconclusive, Tb PFK inh 0%, ELG1 repair inh inconclusive and BRCA1 expr act -34%.
COc1ccc(-c2nc(CS(=O)CC(=O)NCCN3CCCCCC3)c(C)o2)cc1OC (centres undefined) was read as FLuc modulator -1%, p53 reactivation -1%, Gal4-VP16 FLuc -2%, Rab9 promoter act 1%, ELG1 genotox 0%, TRPV1 ag 5, RORgamma inh 0%, NPC1 promoter act 0%, Tb PFK inh -6%, ELG1 repair inh 21% and BRCA1 expr act -10%.
For CC(C)N(C(=O)[C@H]1C[C@H](CC(=O)NCCCN(C)C)C(=O)N2CCc3c([nH]c4ccc(Cl)cc34)[C@]12C)C(C)C the results were p53 reactivation -5%, ELG1 genotox -3%, Tb PFK inh 0%, ELG1 repair inh inconclusive and BRCA1 expr act -33%.
O=C(N/N=C/c1cc(Cl)cc([N+](=O)[O-])c1O)c1ccc2c(c1)OCO2 was read as FLuc modulator 11µM*, Gal4-VP16 FLuc 0.89µM*, Rab9 promoter act -4%, ELG1 genotox 19%, TRPV1 ag 29, RORgamma inh 0.79µM*, NPC1 promoter act -15%, Tb PFK inh 0%, ELG1 repair inh inconclusive and BRCA1 expr act -30%.
For O=c1ccc(/C=C/c2ccccc2)nn1Cc1ccc(F)cc1 the results were FLuc modulator -14%, p53 reactivation -6%, Gal4-VP16 FLuc -13%, Rab9 promoter act -1%, ELG1 genotox -4%, TRPV1 ag inconclusive, RORgamma inh 6%, NPC1 promoter act 4%, Tb PFK inh 0%, ELG1 repair inh -25% and BRCA1 expr act -7%.
Cc1cc(C(=O)N2CCc3ccccc32)c2cc(F)ccc2n1 was read as FLuc modulator inconclusive, p53 reactivation inconclusive, Gal4-VP16 FLuc -3%, Rab9 promoter act 1%, ELG1 genotox 16%, TRPV1 ag 12, RORgamma inh -4%, NPC1 promoter act 0%, Tb PFK inh -2%, ELG1 repair inh inconclusive and BRCA1 expr act 24%.
`O=C(OCC1CC(c2ccccc2Cl)=NO1)c1ccc(Br)cc1` (centres undefined) gave FLuc modulator inconclusive, p53 reactivation 16%, Gal4-VP16 FLuc 0%, Rab9 promoter act -1%, ELG1 genotox 2%, TRPV1 ag 9, RORgamma inh -1%, NPC1 promoter act 0%, Tb PFK inh 11%, ELG1 repair inh 17% and BRCA1 expr act -5%.
Oc1ccccc1-c1nc(NCc2ccccc2)c2ccccc2n1 was read as FLuc modulator 1%, p53 reactivation 5%, Gal4-VP16 FLuc -3%, Rab9 promoter act -3%[1.84 µM], ELG1 genotox -1%, TRPV1 ag -2, RORgamma inh -26%, NPC1 promoter act -1%, Tb PFK inh 2%, ELG1 repair inh -21% and BRCA1 expr act -61%.
Screening CCCCc1nc(NCc2ccccc2)c(C#N)c2c1COC(C)(C)C2 returned FLuc modulator 6%, p53 reactivation 2%, Gal4-VP16 FLuc 0%, Rab9 promoter act -3%, ELG1 genotox 3%, TRPV1 ag 0, RORgamma inh -3%, NPC1 promoter act -2%, Tb PFK inh -1%, ELG1 repair inh -14% and BRCA1 expr act 9%.
O=C(c1ccco1)N1CCN(C2c3ccccc3-c3ccccc32)CC1 was read as FLuc modulator -1%, p53 reactivation -62%[inhibitor], Gal4-VP16 FLuc -8%, Rab9 promoter act 0%, ELG1 genotox -1%, TRPV1 ag 23, RORgamma inh -18%, NPC1 promoter act 2%, Tb PFK inh -3%, ELG1 repair inh -8% and BRCA1 expr act -47%.

Part of the list above in order of count of non-hydrogen atoms, low to high:
For CC1CCN(C(=O)COc2ccccc2F)CC1 the results were FLuc modulator 0%, p53 reactivation -1%, Gal4-VP16 FLuc -9%, Rab9 promoter act 6%, ELG1 genotox 2%, TRPV1 ag 1, RORgamma inh 1%, NPC1 promoter act 0%, Tb PFK inh 4%, ELG1 repair inh inconclusive and BRCA1 expr act 20%.
Screening CC1(C)Cc2c(cnn2-c2cccc(F)c2)C(NC(=O)CCN2CCCC2=O)C1 (centres undefined) returned FLuc modulator -1%, p53 reactivation 7%, Gal4-VP16 FLuc -2%, Rab9 promoter act 0%, ELG1 genotox 0%, TRPV1 ag -5, RORgamma inh 12%, NPC1 promoter act -2%, Tb PFK inh -3%, ELG1 repair inh 2% and BRCA1 expr act -14%.
Screening CCN1CCN(c2nc(Nc3ccc(NC(C)=O)cc3)nc(Nc3ccc(NC(C)=O)cc3)n2)CC1 returned FLuc modulator inconclusive, p53 reactivation 0%, Gal4-VP16 FLuc -2%, Rab9 promoter act -1%, ELG1 genotox 3%, TRPV1 ag 0, RORgamma inh 17%, NPC1 promoter act 0%, Tb PFK inh -4%, ELG1 repair inh 11% and BRCA1 expr act -24%.

Rows are unselected. Share with any hit: about 15%.
